Cneo AK release = Cryptococcus neoformans lysis via adenylate kinase release | C. neoformans lysis, adenylate kinase release luminescence, 4 h; normalised: neutral wells 0, clomiphene wells 100 | lysis activity, % at 15 µM | actives 0.2% (n = 360,000);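 active means mean lysis activity across replicates of at least 80%, whatever share of replicates individually reach that level; inactive means mean lysis activity below 80%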
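Material – log-phase Cryptococcus neoformans yeast cells · Input – 5 × 10^6 yeast cells/mL · Medium – fresh YPD growth medium · Doses – single compound concentration per well · Timing – static 4 h at 37 °C with compound, 1 h detection · Detection – adenylate kinase release luminescence · Read-out – signal increase indicating cell lysis · Control set – Clomiphene as positive lysis control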
ERp5 block = blocks human ERp5 reductase activity on insulin; Q15084; ERp5 insulin aggregation, absorbance 650 nm, 90 min; inhibition, % at 9.99 µM; actives 0.05% (n = 350,000); AID 651711;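 active means mean replicate inhibition above about 25%, with every replicate also reaching it, limit read from the data, passing the limit was not always enough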
Target sequence (Q15084 whole entry, looked up): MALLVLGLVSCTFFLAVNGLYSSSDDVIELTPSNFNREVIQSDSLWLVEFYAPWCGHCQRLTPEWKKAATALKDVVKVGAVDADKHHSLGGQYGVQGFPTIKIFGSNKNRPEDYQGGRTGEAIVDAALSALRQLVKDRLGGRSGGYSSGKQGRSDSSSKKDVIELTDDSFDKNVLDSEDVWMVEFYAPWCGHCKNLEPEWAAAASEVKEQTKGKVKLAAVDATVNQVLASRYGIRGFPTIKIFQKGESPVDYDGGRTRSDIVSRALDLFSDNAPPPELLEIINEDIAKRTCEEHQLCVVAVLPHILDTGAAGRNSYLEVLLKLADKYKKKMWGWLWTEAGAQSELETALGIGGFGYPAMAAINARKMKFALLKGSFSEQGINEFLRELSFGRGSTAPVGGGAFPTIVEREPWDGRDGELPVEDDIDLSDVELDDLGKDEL
esBAF inh = blocks esBAF chromatin remodeling in mouse ES cells | actives 2% (n = 350,000) | Bmi1-luciferase knock-in reporter, 24 h; 100% = twice the neutral-well signal | reporter increase, % at 12.5 µM; in the data active means activation above about 40%;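 further: 0% = median of the plate's neutral control wells and 100% = double that signal; a rise in the Bmi1 reporter signal indicates esBAF inhibition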
Statin myotox sup = suppression of simvastatin myotoxicity. rescue of ATP level, % at 7.49 µM. actives 0.78% (n = 330,000). AID 602340. C2C12 myotubes + simvastatin, ATP luminescence, 48 h; scaled: DMSO 0, geranylgeraniol control 100;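 active means mean ATP rescue above about 67%, or every replicate alone reaching that limit, limit read from the data, passing the limit was not always enough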;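 further: myotubes were challenged with 10 µM simvastatin during compound exposure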
ARNT TACC3 PPI = ARNT/TACC3 interaction disruption; Q9Y6A5; AlphaScreen His-ARNT PAS-B/GST-TACC3 binding, luminescence; TACC3 fragment carries E629A point mutation; inhibition, % at 9.99 µM; actives 0.66% (n = 390,000);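 active means mean inhibition of replicates at least 50% and at least half of replicates each reaching 50%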;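 further: 0% = complete ARNT plus TACC3 wells and 100% = ARNT alone without TACC3; many hits fall short of the cut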
SIRT5 block = inhibitors of human sirtuin-5 desuccinylase; Purified SirT5, succinyl-peptide AMC, trypsin-coupled fluorescence; inhibition, % at 15 µM; actives 1.1% (n = 330,000); in the data active means inhibition above about 15%
Target sequence (Q9NXA8 whole entry, looked up): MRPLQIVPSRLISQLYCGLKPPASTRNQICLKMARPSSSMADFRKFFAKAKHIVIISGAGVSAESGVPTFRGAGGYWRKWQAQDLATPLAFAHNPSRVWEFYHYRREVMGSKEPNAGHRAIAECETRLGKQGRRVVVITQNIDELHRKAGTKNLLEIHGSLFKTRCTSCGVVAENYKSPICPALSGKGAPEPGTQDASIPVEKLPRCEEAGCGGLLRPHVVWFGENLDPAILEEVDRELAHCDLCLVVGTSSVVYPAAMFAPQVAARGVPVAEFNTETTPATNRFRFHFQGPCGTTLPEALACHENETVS
miR-122 sensor = blocks miR-122 activity in Huh7 sensor cells; activation (reporter increase), % at 12.5 µM; actives 0.3% (n = 340,000); Huh7 miR-122 Renilla luciferase sensor, 48 h; neutral wells = 0, positive control = 100;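 active means mean replicate activation score at least 90 and every replicate individually at or above 90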;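 further: higher luciferase means less miR-122 activity so hits act as miR-122 inhibitors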
The depositor's hits bear a star; / = not tested or not shown; [ ] = remark or other dose.

SMILES	Cneo AK release	ERp5 block	esBAF inh	Statin myotox sup	ARNT TACC3 PPI	SIRT5 block	miR-122 sensor
COc1ccc(S(=O)(=O)N(C)C[C@@H]2OCCCC[C@@H](C)Oc3ccc(NC(=O)CCCN(C)C)cc3C(=O)N([C@H](C)CO)C[C@@H]2C)cc1	1	-2	1	/	-13	-4	13[16.7 µM]
CCOC(=O)c1ccccc1NC(=O)CSc1nnc(Cc2cccn2C)n1-c1ccc(F)cc1	-2	/	3	-3	-24	/	-5
Cc1ccc(OCCSc2nc3ccccc3n2CCC(=O)O)cc1	0	3	-2	4	-2	21*	/
CC(=O)CCc1ccc(Oc2nc(-c3cccnc3)nc3ccccc23)cc1	/	-2	/	/	-4	-1	1
Cc1cccc([C@@H]2[C@@H]3C(=O)N(Cc4ccccc4)C(=O)[C@@H]3[C@]3(CC(C)C)C(=O)N(c4cccc(Cl)c4)C(=O)N23)c1	-3	1	5	3	-5	/	-1
C[C@@H]1CCCCO[C@@H](CN(C)C(=O)Nc2ccc(C(F)(F)F)cc2)[C@H](C)CN([C@@H](C)CO)C(=O)c2cc(NC(=O)c3ccccc3)ccc2O1	0	-5	1	76*	/	-7	7[16.7 µM]
COc1nc(OC)nc(N2CCC(C(=O)NCc3ccco3)CC2)n1	2	/	-6	16	-2	/	38
Cc1ccc(C(=O)NC(=S)NNC(=O)CCN2CCOCC2)cc1	/	5	/	/	40*	0	/
COC(=O)c1nn(-c2ccc(OC)cc2)c(=O)cc1O	6	-6	-2	2	8	-6	-2
O=C(NNC(=S)NC(=O)c1cccs1)c1ccc(NC(=O)c2ccccc2)cc1	/	/	9	-6	28	/	-3
O=C(OCc1nnc(-c2ccc([N+](=O)[O-])cc2)o1)C1CCN(C(=O)c2ccc(F)cc2)CC1	-4	6	1	-7	6	-1	-7
Cc1cccc(NC(=O)c2ccc(S(=O)(=O)N(C)c3ccccc3)cc2)n1	-1	8	14	9	2	/	-6
CCSc1nnc(-c2ccc(OC)cc2)o1	-2	/	17	3	-1	/	2
C[C@@H]1CN([C@H](C)CO)C(=O)c2cccc(NC(=O)c3ccncc3)c2O[C@@H]1CN(C)S(=O)(=O)c1ccc(Cl)cc1	-1	0	4	63	18	-2	15[16.7 µM]
Cc1cc(C)c(OCC(=O)OCC(=O)NCC2CCCCC2)c(C)c1	0	-2	1	-3	-4	-1	/
CC(C)NC(=O)N1C[C@@H]2[C@H](c3ccccc31)[C@@H](CO)N2C(=O)c1ccccn1	-9	1	-3	-21	9	-1	-12[16.7 µM]
CCCN1Cc2cccc(C(=O)NCCc3cccc(C)c3)c2C1=O	0	1	1	11	-13	-3	8
C[C@H](CO)N1C[C@H](C)[C@H](CN(C)S(C)(=O)=O)OCCCC[C@H](C)Oc2ccc(NC(=O)NC3CCCCC3)cc2C1=O	5	-8	2	-42	-3	0	-4[16.7 µM]
O=C1Nc2ccc(Br)cc2C1(O)Cc1ccncc1 (stereo not drawn)	1	/	-6	3	-6	/	/
CCCCCn1c(N(C)Cc2ccccc2)nc2c1c(=O)[nH]c(=O)n2C	0	-8	-5	/	-3	1	-3
Cc1noc(C)c1NC(=O)Nc1ccc2c(c1)C(=O)N([C@@H](C)CO)C[C@H](C)[C@@H](CN(C)S(C)(=O)=O)OCCCC[C@@H](C)O2	15	-4	3	/	-6	3	6[16.7 µM]
CCOCCCNC(=S)NCCNc1nc2c(C)cccc2cc1C#N	2	/	7	-24	33	/	2
COc1ccccc1-c1cc(C(F)(F)F)nc(S(=O)(=O)CCCC(=O)Nc2cccnc2Cl)n1	/	-9	/	/	-4	-5	/
CCC(C)(C(=O)Nc1c(C)cccc1C)N(C)C(=O)c1ccc2ccccc2n1 (stereo not drawn)	-1	9	/	/	-12	-3	0

Profiles, quoted from the list.
CCSc1nnc(-c2ccc(OC)cc2)o1 is listed as Cneo AK release: -2; ERp5 block: /; esBAF inh: 17; Statin myotox sup: 3; ARNT TACC3 PPI: -1; SIRT5 block: /; miR-122 sensor: 2
CCOCCCNC(=S)NCCNc1nc2c(C)cccc2cc1C#N is listed as Cneo AK release: 2; ERp5 block: /; esBAF inh: 7; Statin myotox sup: -24; ARNT TACC3 PPI: 33; SIRT5 block: /; miR-122 sensor: 2

The main list resumes; the two compounds before the break are reprinted first.
SMILES	Cneo AK release	ERp5 block	esBAF inh	Statin myotox sup	ARNT TACC3 PPI	SIRT5 block	miR-122 sensor
COc1ccccc1-c1cc(C(F)(F)F)nc(S(=O)(=O)CCCC(=O)Nc2cccnc2Cl)n1	/	-9	/	/	-4	-5	/
CCC(C)(C(=O)Nc1c(C)cccc1C)N(C)C(=O)c1ccc2ccccc2n1 (stereo not drawn)	-1	9	/	/	-12	-3	0
O=C(C1=NNCC1c1ccccc1)C1OC1c1ccccc1 (stereo not drawn)	/	-3	/	/	-6	-1	/
C[C@H](CO)N1C[C@H](C)[C@H](CN(C)Cc2ccc(Oc3ccccc3)cc2)Oc2c(NS(=O)(=O)c3ccccc3)cccc2C1=O	2	-1	-4	25	6	8	9[16.7 µM]
NCCCC[C@H]1CNC(=O)C(=O)N1CCCCC1CCCCC1	0	9	-2	30	1	5	3
COc1cc(NC(=O)CCNC(=O)N2CC(=O)Nc3ccccc32)cc(OC)c1OC	-1	4	0	52	/	/	-1
CC(C)CC(C(=O)OCC(=O)Nc1ncc(Cl)cc1Cl)N1C(=O)c2ccccc2C1=O (stereo not drawn)	1	/	3	-4	6	/	0
COc1cccc(-c2ccc3c(c2)O[C@H](CN(C)C(=O)c2ccccc2F)[C@@H](C)CN([C@@H](C)CO)S3(=O)=O)c1	-5	6	1	-22	9	-1	7[16.7 µM]
Cc1nnsc1C(=O)Nc1cccc(Cl)c1C	4	-1	0	-6	-5	0	8
COc1cccc2c(SCC(=O)N/N=C/c3ccc(O)c(O)c3)cc(C)nc12	/	2	/	/	-7	2	-8
O=C(c1ccc(S(=O)(=O)Nc2ccccc2Cl)cc1)N1CCOCC1	0	3	2	14	-2	0	/
CCCCN(C)CCNC(=O)CCNC(=O)Cn1ccc2ccccc2c1=O	/	-3	/	/	-3	-3	/
COc1cccc(OCCn2c(C)c(/C=N/n3cnnc3)c3ccccc32)c1	0	/	7	58	-2	/	-14
NC(=O)C1(Nc2ccc([N+](=O)[O-])cc2)CCCC1	-1	-2	/	7	1	2	3
Cc1ccc(O)c(NC(=O)c2cc(-c3ccccc3Cl)on2)c1	0	2	52*	10	-6	-7	-2
CN(C)C(CNC(=O)c1ccco1)c1cccs1 (stereo not drawn)	4	-6	14	-4	-4	-5	-4
COC(=O)[C@@H]1CCCN1Cc1c(C(=O)N2CCOCC2)nc2c(C)cccn12	/	-7	/	/	-4	-3	/
C=CCNC(=O)c1ccccc1NS(=O)(=O)c1ccc(SC)cc1	-2	/	3	-1	-1	/	1
Oc1ccc(-c2csc(-c3cccnc3)n2)c(O)c1	/	3	/	/	3	-4	/
COc1ccc(CC2c3cc(OC)c(OC)cc3CC[N+]2(C)CCC(=O)OCCCCCOC(=O)CC[N+]2(C)CCc3cc(OC)c(OC)cc3C2Cc2ccc(OC)c(OC)c2)cc1OC (stereo not drawn)	-2	0	-4	-2	-1	-6	-6
Nc1ccc(-c2nc3cc([N+](=O)[O-])ccc3o2)cc1	-2	1	1	14	-7	-3	-1
Cc1noc(C)c1S(=O)(=O)N(C)C[C@@H]1OCCCC[C@@H](C)Oc2ccc(NC(=O)Nc3cccc4ccccc34)cc2C(=O)N([C@H](C)CO)C[C@@H]1C	0	-3	8	/	-4	20*	12[16.7 µM]
CCOC(=O)c1c(NC(=O)CSc2nnnn2-c2ccc(OC)cc2)sc(C)c1C	-4	/	-2	14	-3	/	1
CCN(CC(=O)Nc1c(F)cccc1F)C(=O)CCNS(=O)(=O)c1ccccc1C(F)(F)F	/	14	-6	-8	4	-4	-2
O=C(C[C@@H]1C[C@@H]2c3cc(NC(=O)C4CCC4)ccc3O[C@@H]2[C@H](CO)O1)NCc1cc(F)ccc1F	57	-7	-5	-7	-9	4	10[16.7 µM]
COc1cccc(NC(=O)CSc2nc3ccccc3n2C)c1	/	-2	/	/	0	-2	/
C[C@H](CO)N1C[C@H](C)[C@H](CN(C)S(=O)(=O)c2ccc(Cl)cc2)OCCCC[C@H](C)Oc2ccc(NS(=O)(=O)c3ccccc3)cc2C1=O	-1	1	1	-13	-5	1	-4[16.7 µM]
O=C(CC(SCCO)c1ccc(F)cc1)c1ccco1 (stereo not drawn)	1	/	1	25	-6	/	/
CC(C)NS(=O)(=O)c1ccc(OCC(=O)Nc2cccc3ccccc23)cc1	3	/	3	9	18	/	/
C[C@H](CO)N1C[C@H](C)[C@H](CN(C)Cc2ccccc2)Oc2ncc(-c3cncnc3)cc2C1=O	-2	3	-1	-5	4	2	-1[16.7 µM]
c1coc(CNc2nc(-c3ccncc3)cs2)c1	-2	/	21	1	-4	/	3
CSc1ccc(C#N)cc1NC(=O)c1ccc(Cl)nc1	/	5	/	/	-11	1	/
COc1ccc(NC(=O)c2cc(CC(C)C)on2)cc1OC	-1	-13	50*	8	5	-1	-7
Nc1ccccc1SC/C=C/CSc1ccccc1N	0	-1	39	-2	0	-3	-11
Cc1ccccc1NS(=O)(=O)c1ccc(C(=O)NCc2ccccc2CN2CCCC2)cc1	1	-5	10	-10	/	-2	10
CC1Cc2ccccc2N1C(=O)CCNS(=O)(=O)c1cccc2nsnc12 (stereo not drawn)	1	/	-2	-5	-47	/	30
COc1ccccc1NC(=O)N1C[C@H](O)COC[C@H]2O[C@H](CC(=O)NCc3ccccc3)CC[C@@H]21	0	-1	4	0	-6	2	7[16.7 µM]
O=C(NC1CCCCC1)C(c1ccccc1)N(Cc1ccco1)C(=O)Cn1cnc2ccccc21 (stereo not drawn)	1	/	11	/	-13	/	3
C[C@@H]1CN([C@H](C)CO)S(=O)(=O)c2ccc(C3=CCCCC3)cc2O[C@@H]1CN(C)C(=O)C1CC1	1	8	-2	-22	9	7	3[16.7 µM]
Cc1oc(-c2ccc(Cl)cc2)nc1CN1CCCN(C(=O)c2ccco2)CC1	3	1	6	16	-1	-7	-7
CCOC(=O)C1C2C=CC3(CN(C4CCCC4)C(=O)C13)O2 (stereo not drawn)	0	/	-5	-1	-2	/	-4
Cc1ccc(Nc2nc(N)nc(CSc3nccn3C)n2)c(C)c1	-3	/	30	-9	1	/	1
Cn1c(=O)cc(OCCCC(=O)Nc2cccnc2)c2ccccc21	2	/	-4	-2	-12	/	2
Cc1ccccc1S(=O)(=O)N1C[C@H](O)COC[C@@H]2O[C@@H](CC(=O)NCCc3ccccc3)CC[C@H]21	3	-5	7	24	10	-2	1[16.7 µM]
Cc1ccc(S(=O)(=O)N[C@H]2CC[C@H](CCNC(=O)C3CCCCC3)O[C@@H]2CO)cc1	0	-3	2	5	-7	2	-15[16.7 µM]
C[C@@H]1CN([C@@H](C)CO)C(=O)c2cc(NC(=O)C3CC3)ccc2O[C@H]1CN(C)Cc1ccc(C(=O)O)cc1	-2	2	-1	1	3	-2	-3[16.7 µM]
Cc1noc(C)c1NC(=O)Nc1ccc2c(c1)C(=O)N([C@H](C)CO)C[C@@H](C)[C@H](CN(C)Cc1ccc(C(=O)O)cc1)OCCCC[C@H](C)O2	0	/	-1	-29	-12	/	19[16.7 µM]
O=C(Nc1ccnn1C1CCN(Cc2ccccc2OC(F)F)CC1)c1cccnc1	0	1	-8	1	12	-2	-5
COc1ccc(CN2[C@H](CO)[C@H]3c4ccccc4NC[C@H]32)cc1	-1	9	26	157*	31	2	0[16.7 µM]
C/C=C/c1cnc2c(c1)C(=O)N([C@@H](C)CO)C[C@H](C)[C@@H](CN(C)Cc1ccc3c(c1)OCO3)O2	-4	1	-4	1	10	-2	/
COc1ccc(S(=O)(=O)N2CCC(C(=O)N3CCCC3)CC2)cc1C	-2	1	-1	4	0	-3	6
